A-T KAP1 phos: potential ataxia-telangiectasia treatments restoring KAP-1 phosphorylation. Potency, µM (titrated, usually from 57.5 µM), inactives show at the highest dose activation, most hits filed as activators. 320,000 tested, 0.19% active. […] A-T fibroblasts, KAP-1 phosphorylation AlphaLISA; neocarzinostatin DNA damage 30 min before lysis. AID 485349; note: potency is the fitted concentration of half-maximal effect; % of control where 0% means no effect; nearly all actives have a fitted effect of over 45% in size
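hTERT-immortalized A-T patient fibroblasts ([…]), 500 cells/well in OPTI-MEM, 1% FBS, got compounds for 60 min, then NCS for 30 min at 37C. Lysates were then assayed for phospho-KAP-1 by AlphaLISA (anti-pKAP1 donor, anti-KAP1 acceptor beads), 6 hr at 25C.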
a7 integrin act: activates integrin-mediated alleviation for muscular dystrophy | Potency, µM (series often up to 38.3 µM), inactives show at the top dose activation, hits mostly activators | alpha7betagal myoblasts, beta-gal FDG fluorescence, 48 h | 350,000 tested, 0.064% active;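 note: potency is the fitted concentration of half-maximal effect; 100% = response of the positive control SU9516; nearly all actives have a fitted effect of over 60% in size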
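alpha7betagal+/- myoblasts (passage 13, 250/well) treated 48 h at 37C with compounds at 1:260 dilution of DMSO stock. Lysed, then beta-galactosidase activity read as FDG fluorescence (ex 480/em 540) after 30 min, with pre-read for autofluorescence.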
TSHR antagonist: human thyrotropin receptor antagonism | TSHR-expressing cells, TSH-stimulated cAMP HTRF, 2 h; hits give low values | activity change, negative = inhibition, % at 11.5 µM | 330,000 tested, 0.2% active;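 active = activity change below a set negative limit, meaning inhibition stronger than a set level, cut at about -70% in these data; inconclusive = activity change between two set negative limits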; note: % is set by controls: 0 for no effect and ±100 for the full control effect
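TSHR-expressing cells, 200/well, pre-treated with compound, then stimulated with EC80 TSH (4nM final) for 2 hours at 37 deg C. cAMP measured by competitive HTRF: anti-cAMP cryptate antibody in lysis buffer plus cAMP-d2, read after 30 minutes at room temperature.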
Tb PFK inh: blocks T. brucei phosphofructokinase; T. brucei PFK, ADP-Glo luminescence; Potency, µM (top dose mostly 57.5 µM), without a hit: at the highest dose activity, negative = inhibition, hits mostly inhibitors; 330,000 tested, 0.17% active;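 note: potency is the fitted concentration of half-maximal effect; 0% = uninhibited 1x PFK enzyme wells and -100% = no-enzyme wells; nearly all actives have a fitted effect of over 60% in size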
Target sequence (O15648 whole entry, looked up): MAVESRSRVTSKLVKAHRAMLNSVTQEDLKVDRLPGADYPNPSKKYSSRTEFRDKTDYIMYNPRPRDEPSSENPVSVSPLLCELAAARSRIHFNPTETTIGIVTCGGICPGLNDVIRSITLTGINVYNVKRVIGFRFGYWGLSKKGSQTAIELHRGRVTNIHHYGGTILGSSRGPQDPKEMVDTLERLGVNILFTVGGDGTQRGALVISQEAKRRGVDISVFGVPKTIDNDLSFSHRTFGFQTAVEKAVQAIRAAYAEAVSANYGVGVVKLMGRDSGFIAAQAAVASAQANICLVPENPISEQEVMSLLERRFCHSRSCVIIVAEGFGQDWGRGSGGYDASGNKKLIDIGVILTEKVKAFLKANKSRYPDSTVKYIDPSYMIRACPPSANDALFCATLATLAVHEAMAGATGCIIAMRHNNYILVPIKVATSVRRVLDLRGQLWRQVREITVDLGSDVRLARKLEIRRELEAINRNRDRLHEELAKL
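1.25 nM PFK with 0.5 mM F6P and 0.1 mM ATP in 0.1 M TEA pH 8.0, 5 mM MgCl2, incubated 45 min at room temperature; ADP measured by ADP-Glo luminescence; compounds titrated up to 57 uM.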
Eya2 inh: blocks the phosphatase activity of human Eya2; Potency, µM (highest dose often 76.9 µM), inactives show top-dose activity, negative = inhibition, hits mostly inhibitors; 330,000 tested, 0.006% active; O00167; recombinant Eya2, OMFP fluorescence dephosphorylation (OMFP is methylfluorescein phosphate); note: potency is the fitted concentration of half-maximal effect; % is set by controls: 0 for no effect and ±100 for the full control effect
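Eya2 (0.2 uM) preincubated 10 min at ambient with compound, then OMFP substrate added at 50 uM; 10 min reaction in 50 mM HEPES pH 7.5, 50 mM NaCl, 5 uM MgCl2, 0.05% BSA, 1 mM DTT. Fluorescence read at Ex 485/Em 525 nm.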
Mito fusion act: blocks mitochondrial division or promotes mitochondrial fusion. 320,000 tested, 0.23% active. Potency, µM (doses to about 46.1 µM), inactives show at the top dose growth rescue (activation), hits mostly activators. S. cerevisiae fusion-defective mutant growth rescue, CellTiterGlo 48 h;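 note: potency is the fitted concentration of half-maximal effect; % of control where 0% means no effect; nearly all actives have a fitted effect of over 45% in size; temperature-sensitive fusion mutants such as fzo1-1 at 37 °C on non-fermentable ethanol glycerol medium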
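Growth-rescue viability read-out: after 48 h at the non-permissive 37C in glycerol/ethanol YPEG, yeast mitochondrial fusion mutants are measured by CellTiterGlo luminescence; compounds (23 nl pinned per well) restoring growth score as division inhibitors or fusion activators.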
ELG1 DNA repair: blocks ELG1-dependent DNA repair in HEK293T cells. HEK293T ELG1-luciferase reporter, luminescence, 16 h; DNA damage induced by 5-fluorouridine. Potency, µM (titrated, usually from 46.1 µM), for inactives: at the highest dose activity change, negative = inhibition, most hits filed as inhibitors. 330,000 tested, 2.3% active. AID 504467; note: potency is the fitted concentration of half-maximal effect; % is set by controls: 0 for no effect and ±100 for the full control effect; nearly all actives have a fitted effect of over 55% in size
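HEK293T cells expressing luciferase-tagged ELG1 (2,000/well) received 5-Fluorouridine plus compound or DMSO for 16 hr at 37 °C. Luciferase was read by ONE-Glo luminescence after 30 min at room temperature.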
BCR signal inh: inhibitors of chronic active B-cell receptor signaling; ABC-DLBCL IkBa-CBG/CBR reporter, luminescence ratio, 4 h; Potency, µM (top dose mostly 46.1 µM), for the others: top-dose ratio change, negative = lower green/red ratio, actives largely listed as inhibitors; 340,000 tested, 0.05% active; active = well fitted inhibition curve with a large enough effect in the signal ratio, with a control signal flat, not every such curve was filed as active; inconclusive = small, poorly fitted or top-dose-only effect, or effect the other way, or a change in a side signal; the % refers to the signal ratio;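 note: potency is the fitted concentration of half-maximal effect; plate controls were basal doxycycline-induced cells for no effect and cells given 10 µM MG132 for full effect; MG132 reads +100%, hits lower the ratio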
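Cell line TMD8 (human ABC DLBCL), stably expressing tet-inducible CBG68-IkBa fusion and CBR; IMDM/0.5% FBS; cpd up to 46 uM; dox induction, 4 h, 37C/5% CO2; dual luminescence; green/red ratio; MG132 control.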
TSG101-PTAP inh: blocks PTAP/TSG101 interaction to inhibit HIV-1 budding; Potency, µM (titrated, usually from 115 µM), for the others: at the top dose activity change, negative = inhibition, most hits filed as inhibitors; Fluorescence polarization, FITC-PTAP peptide / Tsg101 binding; 340,000 tested, under 10 active; active = well fitted inhibition curve with a large enough effect in the main read-out, with a control signal flat, not every such curve was filed as active; inconclusive = small, poorly fitted or top-dose-only effect, or effect the other way, or a change in a side signal; inactive = no such curve, though single readings can be large or run the other way; note: potency is the fitted concentration of half-maximal effect; % of control where 0% means no effect
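Fluorescence polarization binding of Tsg101 binding domain (10 uM final) to FITC-labeled PTAP peptide (50 nM final) in HEPES pH 7.5 buffer with NaCl, Tween 20, EDTA, TCEP. Compounds added before peptide; binding 20 min at RT.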
TCR act: activates T cell receptor signaling; Potency, µM (top dose mostly 9.22 µM), for the others: top-dose activation of IL-2 secretion, most hits filed as activators; 330,000 tested, under 10 active; AID 504894; primary human leukocytes, anti-CD3, IL-2 HTRF, 48 h; note: % of control where 0% means no effect
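Using a-CD3 beads without co-stimulation, primary human leukocytes were exposed to compounds for 48 hr. An HTRF IL-2 kit measured the cytokine, with europium-to-d2 energy transfer producing emission at 665nm upon 320nm excitation.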
S-ASM inh: inhibitors of human secretory acid sphingomyelinase. 340,000 tested, 0.006% active. P17405. Potency, µM (titrated, usually from 57.5 µM), for inactives: at the top dose activity change, negative = inhibition, actives largely listed as inhibitors. placental ASM, HMU-PC fluorogenic substrate, 60 min; note: potency is the fitted concentration of half-maximal effect
Target sequence (P17405 47-631 limits assumed): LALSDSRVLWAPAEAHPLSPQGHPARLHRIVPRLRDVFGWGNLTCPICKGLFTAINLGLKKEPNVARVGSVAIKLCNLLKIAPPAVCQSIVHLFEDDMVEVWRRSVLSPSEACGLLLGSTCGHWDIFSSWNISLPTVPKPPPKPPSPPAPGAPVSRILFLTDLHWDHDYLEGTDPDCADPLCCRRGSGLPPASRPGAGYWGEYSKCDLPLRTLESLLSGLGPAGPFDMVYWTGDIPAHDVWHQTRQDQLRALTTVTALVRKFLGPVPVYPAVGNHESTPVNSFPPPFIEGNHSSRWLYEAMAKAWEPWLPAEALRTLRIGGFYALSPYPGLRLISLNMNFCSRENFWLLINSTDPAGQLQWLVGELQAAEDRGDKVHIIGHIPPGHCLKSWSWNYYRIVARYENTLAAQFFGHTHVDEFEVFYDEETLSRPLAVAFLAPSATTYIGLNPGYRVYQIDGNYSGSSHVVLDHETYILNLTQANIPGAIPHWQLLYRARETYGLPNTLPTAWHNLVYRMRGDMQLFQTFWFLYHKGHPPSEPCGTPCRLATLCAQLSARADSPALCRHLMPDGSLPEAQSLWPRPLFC
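HMU-PC0 cleavage (9 uM final) by human placental ASM, 60 min at 37 °C following 10 min compound exposure at RT; stopped at pH 10, fluorescence Ex 386/Em 447 nm.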
Numbers without * were called inactive; ? = inconclusive; · = no result given; [ ] = dose if it differs, or a comment. Unless noted, calls come from the whole dose curve; as a rule, active = well fitted curve in the direction sought with a large enough effect; inconclusive = small, poorly fitted or top-dose-only effect, or another doubt; inactive = no such curve, though single readings can be large; an effect the other way counts as inactive or inconclusive.

SMILES | A-T KAP1 phos | a7 integrin act | TSHR antagonist | Tb PFK inh | Eya2 inh | Mito fusion act | ELG1 DNA repair | BCR signal inh | TSG101-PTAP inh | TCR act | S-ASM inh
CCCCn1c(N)c(N(CC(C)C)C(=O)C2CCCN(C(=O)c3ccc(Cl)cc3)C2)c(=O)[nH]c1=O (centres undefined) | 8.1% | 1.9% | 12.9 | -6.4% | -0.4% | -2.6% | 9.5% | 6.8% | -7.9% | 2.5% | 8.1%
Cc1ccc(S(=O)(=O)NC(C)(C)CSc2ccccn2)cc1 | 11.2% | 7.4% | -4.5 | -4.0% | -12.8% | 18.5% | 0.2% | 0.2% | -0.9% | 8.2%[46.1 µM] | 3.0%
O=C(NCc1ccco1)/C(=C/c1ccc(C(F)(F)F)cc1)c1nc2ccccc2[nH]1 | 1.0% | -25.5% | -6.5 | -2.2% | 4.2% | 4.1% | ? | 10.8% | -2.5% | -2.5%[46.1 µM] | 24.3%
CCN1C(=O)[C@H]2[C@@H](c3ccc(-c4ccc(Cl)c(Cl)c4)cc3)N[C@@](CC(C)C)(C(=O)OC)[C@H]2C1=O | 35.5µM* | -8.4% | 6.6 | 12.8% | -5.6% | 16.0% | -12.5% | ? | -0.8% | 3.0% | -7.5%
Nc1ncnc2c1nc(N1CCCCC1)n2[C@@H]1O[C@H](CO)[C@@H](O)[C@H]1O | -9.2% | 1.8% | 19.9 | 1.3% | 8.8% | -1.2% | 16.2% | -0.9% | -2.2% | -1.2% | 3.6%
COc1ccc(-c2nc(C#N)c(N3CCC(C)CC3)o2)cc1 | 25.0% | 11.6% | -9.2 | 0.9% | -6.8% | 8.9% | -8.4% | ? | 0.0% | -2.9% | -4.9%
COc1ccc(OCCCC(=O)OCC(=O)Nc2ncc(Cl)cc2Cl)cc1 | 6.6% | -4.9% | 6.3 | -0.6% | -21.3% | -3.7% | 1.1% | -2.9% | -18.8% | 0.1% | 3.1%
COCCNCCOc1ccccc1-c1ccccc1 | · | -2.4% | -2.2 | -2.2% | 2.7% | -0.6% | ? | 14.2% | -2.0% | 2.1% | -2.7%
CCN1CCN(CC(=O)Nc2sc3c(c2C#N)CCC(C)C3)CC1 (centres undefined) | 6.0% | -63.2%[inhibitor] | 0.8 | 0.4% | 15.3%[15.4 µM] | -12.4% | 14.2% | -1.2% | -1.2% | -0.6% | -0.8%
CCOC(=O)c1cc2c(ccn2C)n1CC(=O)N1CCN(c2ccccc2OC)CC1 | -0.9% | · | 3.2 | 0.2% | -2.6% | 0.3% | ? | ? | · | · | ·
COCCN(C(=O)COC(=O)Cc1coc2cc3c(cc12)CCC3)c1c(N)n(Cc2ccccc2)c(=O)[nH]c1=O | -1.7% | 5.5% | 10.2 | ? | -36.0% | · | 1.0% | -2.7% | -1.4% | · | -1.8%
Cc1ccc(S(=O)(=O)N/N=C\c2cc([N+](=O)[O-])ccc2Cl)cc1 | -0.1% | -6.0% | 7.8 | -1.0% | 0.8% | 0.8% | 1.7% | ? | -2.8% | · | -10.6%
Cc1cc(NC(=O)c2ccc(Cl)cc2)n(-c2ccccc2)n1 | -4.3% | 22.9% | -2.0 | -0.2% | -4.4% | -9.0% | 10.9% | ? | -3.0% | 8.1% | -1.8%
Cc1nc2nc[nH]n2c(=O)c1NS(=O)(=O)c1ccc(C(C)(C)C)cc1 | 4.1% | 20.7% | -7.9 | -4.6% | 7.3% | 0.1% | 3.9% | -10.2% | 3.9% | · | 5.4%
Cc1cc2ccccc2cc(C)c1=O | 7.5% | 6.3% | -8.8 | -1.9% | 12.1% | 2.4% | ? | -5.2% | -5.6% | 3.6% | -1.2%
CC(C)N(CC(N)=O)c1ccc(S(=O)(=O)N2CCCC2)cn1 | -0.8% | 0.3% | 3.0 | 2.6% | 5.2% | -0.6% | -0.2% | -3.7% | -4.8% | -3.9% | 2.1%
O=C(Nc1ccc(N2CCN(C(=O)c3cccs3)CC2)cc1)c1ccc(Br)o1 | 9.9% | -34.5% | -15.0 | 0.0% | -3.5% | ? | ? | 0.6% | -5.7% | -1.7% | -3.1%
CCc1nnc(NC(=O)C(NC(=O)c2ccccc2Cl)C(C)C)s1 (centres undefined) | -2.8% | 8.3% | 0.1 | 2.4% | -3.8% | -5.2% | 5.4% | -0.8% | -7.6% | -1.4% | 5.5%
Cc1c(NC(=O)c2cc3ccccc3oc2=O)c(=O)n(-c2ccccc2)n1C | -6.3% | 4.6% | 10.2 | 0.3% | -8.6% | 2.8% | ? | ? | -0.2% | · | 2.8%
Cc1ccc(Cn2ncc3c(NCCN(C)C)ncnc32)cc1 | -8.1% | 2.7% | 5.1 | 3.8% | 4.8% | -15.3% | 15.6% | -2.8% | -6.2% | 2.1% | 4.7%
CC1CCCCC1NC(=O)CSC1=Nc2ccccc2C2CC=NN12 (centres undefined) | -6.9% | 10.5% | -11.7 | 2.4% | -2.5% | 7.5% | 4.6% | -3.6% | -2.5% | 6.4% | -3.2%
FC(F)(F)c1nc(N2CCCC2)ncc1-c1nnnn1-c1ccccc1 | 5.5% | -5.7% | -32.0 | -6.2% | 7.0% | 2.3% | -17.0% | 0.7% | -1.2% | 4.1% | -7.5%
CN(C)c1ccc(C(=S)NCc2ccco2)cc1 | -1.9% | 8.0% | -12.0 | 2.6% | -20.4% | -5.4% | ? | ? | -7.7% | -14.8% | 3.7%
C=CCNS(=O)(=O)c1ccc2c(c1)n(C)c(=O)n2C | -0.6% | -2.3% | 2.2 | -1.3% | 4.8% | 7.9% | 0.0% | ? | -2.8% | -1.3% | -1.5%
CCC1CCCCN1CCCNC(=O)c1c(O)nc2cc(C)ccn2c1=O (centres undefined) | -0.8% | -23.9% | 16.3 | -5.9% | -3.1% | -6.7% | 0.0% | 0.0% | -4.4% | -2.6% | -1.3%
COCCNCC(=O)Nc1ccc(C)c(S(=O)(=O)N2CCCCC2)c1 | 0.6% | -8.1% | 0.1 | -0.2% | -11.9% | 3.1% | -1.1% | -3.7% | -1.8% | -3.6% | -1.1%
CC(=O)OC(C)(CCC(C)(OC(C)=O)C(C)=O)C(C)=O (centres undefined) | -6.2% | 5.7% | 3.6 | -0.6% | -3.1% | 4.6% | 5.9% | 0.4% | 2.1% | 0.0% | -0.4%
COc1cc(C)ccc1OCc1cc(C(=O)N2CCC(c3ccc(F)cc3)C2)no1 (centres undefined) | -1.9% | 0.0% | 0.4 | 5.6% | 10.3% | -3.6% | ? | 4.1% | -4.2% | 2.6% | -3.1%
Nc1nc(N)c2[nH]c(-c3ccccc3)nc2n1 | -12.6% | 0.4% | -22.1 | 1.5% | -11.1% | -4.4% | ? | ? | -2.6% | · | 18.5%
S=c1[nH]nc(C2COc3ccccc3O2)o1 (centres undefined) | 8.4% | ? | -10.6 | 0.7% | 14.3% | 0.3% | 6.0% | 0.6% | -3.9% | 4.5% | 4.2%
COc1cccc(C2CC(C(F)(F)F)n3ncc(C(=O)NCC4CCCO4)c3N2)c1 (centres undefined) | 4.7% | 7.6% | -0.7 | -1.9% | -7.6% | 1.8% | ? | -6.2% | -8.9% | -1.7% | 4.8%
COc1ccc(C2(C(=O)NCc3ccco3)CCCC2)cc1OC | -3.6% | 2.9% | -2.0 | 7.1% | -5.2% | -0.5% | -1.7% | -0.2% | -2.5% | 8.1% | -0.2%
COc1cccc(/C=N/NC(=O)CCn2c3ccccc3c3ccccc32)c1 | -2.8% | 0.0% | -19.9 | 9.7% | -2.2% | 0.5% | -2.9% | -5.1% | -2.2% | 4.8%[46.1 µM] | -9.2%
